EBV LMP1 NFkB: EBV LMP1-driven NF-kappaB luciferase reporter inhibitors, primary screen, cell-based, luminescence, single point | LMP1-induced NF-kappaB luciferase reporter cells | inhibition, % at 12.5 µM | 0.69% of 350,000 active; in the data active = inhibition above about 41%;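 note: 0% = neutral control wells and 100% = reference inhibitor control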
NCOA2 inhibitor: inhibition of GAL4-SRC2 driven luciferase reporter, primary screen, SRC2 inhibitor project, cell-based, luminescence | Nuclear receptor coactivator 2 (Homo sapiens), Q15596 | HEK293 GAL4-SRC2 luciferase reporter | inhibition, % at 9 µM | 0.17% of 370,000 active;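 active = inhibition above the mean inhibition of all tested compounds plus 3 SD, set per campaign, cut at about 52% in these data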;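 note: 0% = DMSO treated cells and 100% = cells given Gossypol at 36 µM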
Target sequence (Q15596 whole entry, looked up, the tested form may be a part): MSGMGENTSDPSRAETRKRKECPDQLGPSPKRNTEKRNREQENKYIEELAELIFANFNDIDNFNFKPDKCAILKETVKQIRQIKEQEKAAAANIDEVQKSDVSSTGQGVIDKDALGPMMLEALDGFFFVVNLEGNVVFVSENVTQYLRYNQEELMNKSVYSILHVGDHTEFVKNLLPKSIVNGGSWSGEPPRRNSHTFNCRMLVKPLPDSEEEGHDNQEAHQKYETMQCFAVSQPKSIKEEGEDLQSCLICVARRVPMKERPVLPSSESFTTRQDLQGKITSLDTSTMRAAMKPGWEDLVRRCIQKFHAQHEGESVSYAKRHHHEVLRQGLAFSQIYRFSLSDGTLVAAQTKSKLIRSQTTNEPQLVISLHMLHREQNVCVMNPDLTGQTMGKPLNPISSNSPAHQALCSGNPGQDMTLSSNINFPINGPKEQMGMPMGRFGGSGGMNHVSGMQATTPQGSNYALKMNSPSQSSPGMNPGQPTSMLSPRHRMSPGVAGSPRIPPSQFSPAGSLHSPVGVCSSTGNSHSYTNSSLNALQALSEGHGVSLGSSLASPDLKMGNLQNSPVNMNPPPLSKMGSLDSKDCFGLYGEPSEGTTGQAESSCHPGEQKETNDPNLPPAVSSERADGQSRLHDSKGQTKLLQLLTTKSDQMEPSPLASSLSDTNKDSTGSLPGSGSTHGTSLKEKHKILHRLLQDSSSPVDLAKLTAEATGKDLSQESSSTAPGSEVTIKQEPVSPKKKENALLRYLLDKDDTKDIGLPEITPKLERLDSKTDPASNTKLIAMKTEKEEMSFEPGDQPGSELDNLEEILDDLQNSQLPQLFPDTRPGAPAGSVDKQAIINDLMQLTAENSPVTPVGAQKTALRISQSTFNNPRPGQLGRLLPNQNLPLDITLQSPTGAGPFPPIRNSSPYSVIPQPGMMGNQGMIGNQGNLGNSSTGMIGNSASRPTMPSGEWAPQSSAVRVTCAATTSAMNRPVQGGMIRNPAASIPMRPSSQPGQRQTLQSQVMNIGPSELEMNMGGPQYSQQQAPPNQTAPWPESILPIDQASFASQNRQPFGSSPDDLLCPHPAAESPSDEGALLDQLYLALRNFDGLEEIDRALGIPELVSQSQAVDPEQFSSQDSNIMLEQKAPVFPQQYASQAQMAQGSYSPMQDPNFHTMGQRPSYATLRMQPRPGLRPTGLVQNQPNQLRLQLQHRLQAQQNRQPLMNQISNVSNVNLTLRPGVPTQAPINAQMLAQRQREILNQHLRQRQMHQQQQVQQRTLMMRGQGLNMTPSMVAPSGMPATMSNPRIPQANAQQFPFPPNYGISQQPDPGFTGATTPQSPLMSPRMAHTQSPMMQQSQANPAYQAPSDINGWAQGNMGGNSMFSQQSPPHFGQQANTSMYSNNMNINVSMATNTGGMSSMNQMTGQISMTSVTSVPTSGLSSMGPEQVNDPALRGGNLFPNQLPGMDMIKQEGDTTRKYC
Vif imaging: HIV Vif self-association inhibitors, primary screen, imaging, HEK293T, single point; HEK293T cells, Vif self-association by quenched fluorescence, 24 h; inhibition, % at 7.49 µM; 0.35% of 340,000 active; AID 602346, 2012; in the data active = inhibition above about 50%, passing the limit was not always enough; note: some results filed as inactive read as strong as hits
NCOA1 inh: SRC1 coactivator transcriptional activity inhibitors, primary screen, cell-based, luminescence; Nuclear receptor coactivator 1 (Homo sapiens), Q15788; HEK293 GAL4-SRC1 luciferase reporter; inhibition, % at 3.6 µM; 0.12% of 360,000 active; AID 588354, 2011;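 active = inhibition above the campaign mean plus 3 SD, with each screening campaign given its own cutoff, cut at about 60% in these data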;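 note: 0% = DMSO treated cells and 100% = gossypol at 36 µM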
TROY NFkB inh: inhibitors of TROY-driven NF-kB signaling, primary screen, Q293 LMP1-TROYcd cells, NF-kB luciferase, uHTS | Q293 LMP1-TROYcd NF-kB luciferase reporter, 4 h | inhibition, % at 10 µM | 0.98% of 360,000 active | AID 1347056, 2019;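 active = compounds whose plate-normalised and pattern-corrected inhibition of the luciferase reporter signal at the single screening dose is 50% or more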
NR5A2 inv ag: LRH-1 (NR5A2) inverse agonists, primary screen, cell-based, luminescence, HEK293T, StAR-luciferase reporter; Nuclear receptor subfamily 5 group A member 2 (Homo sapiens), O00482; LRH-1 transfected, 24 h; inhibition, % at 3.6 µM; 0.13% of 360,000 active; AID 602396, 2012;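 active = inhibition above the mean inhibition of all tested compounds plus 3 SD, cut at about 73% in these data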;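 note: 0% = DMSO wells and 100% = reporter-only cells lacking LRH-1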
COUP-TFII inh: NR2F2 transcriptional activity inhibitors, primary screen, cell-based, luciferase reporter, HEK293T, luminescence | COUP transcription factor 2 (Homo sapiens), P24468 | HEK293T NGFI-A luciferase reporter | 0.7% of 370,000 active | AID 686940, 2013 | inhibition, % at 8.6 µM;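 active = inhibition above a per-plate cutoff, mean inhibition of test wells between control levels plus 3 SD, cut at about 38% in these data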;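 note: cells cotransfected with COUP-TFII expression vector driving the NGFI-A reporter; 0% = median of COUP-TF2 test wells and 100% = reporter-only cells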
NOD2 RIPK2 PPI: NOD2-RIPK2 binding disruptors in cells, primary screen, fluorescence, CHO cells, BLA complementation; Receptor-interacting serine/threonine-protein kinase 2 (Homo sapiens), O43353; CCF4 ratio; inhibition, % at 4.98 µM; 0.38% of 360,000 active; in the data active = inhibition above about 21%;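 note: 0% = vehicle only and 100% = reference blocker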
TRAIL sens C8: viability loss with TRAIL in NB7+C8 cells, primary screen, TRAIL sensitizer project, cell-based, ATPlite luminescence | inhibition (viability loss, TRAIL sensitization), % at 10 µM | 1% of 360,000 active;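 active = compounds causing at least 50% loss of cell viability in the single-dose screen, relative to plate controls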
NCOA3 inh: SRC3 coactivator transcriptional activity inhibitors, primary screen, cell-based, luminescence | Nuclear receptor coactivator 3 (Homo sapiens), Q9Y6Q9 | HEK293 GAL4-SRC3 luciferase reporter | inhibition, % at 3.6 µM | 0.17% of 360,000 active | AID 588352, 2011;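 active = inhibition above a per-campaign cutoff, the mean of all compounds plus 3 SD, cut at about 60% in these data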;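 note: 0% = DMSO-treated cells and 100% = gossypol-treated cells at 36 µM; higher means less SRC3-driven luciferase light from the GAL4 reporter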
TLR9-MyD88 inh: inhibitors of TLR9-MyD88 association in cells, primary screen, cell-based, CHO, BLA complementation, fluorescence; Toll-like receptor 9 (Homo sapiens) + Myeloid differentiation primary response protein …; CCF4 FRET ratio; inhibition, % at 4.98 µM; AID 504734, 2011; 0.21% of 340,000 active;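 active = inhibition above the mean over all tested compounds plus 3 SD, cut at about 21% in these data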;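 note: 0% = DMSO only wells and 100% = clavulanate BLA inhibitor control wells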
* marks the source's active call; other numbers are inactive results; · = not tested or not shown. A portion of the library; rates above refer to the full screens.

(1) COC(=O)c1sc(NC(=S)NNC(=O)c2c(Br)c(C)nn2C)c(C(=O)OC)c1C
(2) Cc1oc2c(C)c3oc(=O)c(CCC(=O)N4C[C@H]5C[C@@H](C4)c4cccc(=O)n4C5)c(C)c3cc2c1C
(3) CCOCCCNC(=O)c1c(-c2ccccc2)noc1C
(4) Nc1cc[n+](CC(=O)c2ccccc2)cc1
(5) CCN(CC)S(=O)(=O)c1ccc(-c2nnc(SCC(C)=O)o2)cc1
assay / entry,1,2,3,4,5
EBV LMP1 NFkB,-8,3,-8,2,-10
NCOA2 inhibitor,1,1,4,31,1
Vif imaging,-1,-4,-15,15,-9
NCOA1 inh,4,3,-1,1,6
TROY NFkB inh,26,-8,3,-1,-17
NR5A2 inv ag,1,-5,20,-4,16
COUP-TFII inh,12,-40,5,19,-7
NOD2 RIPK2 PPI,0,4,-16,-16,-4
TRAIL sens C8,-14,-2,2,-3,31
NCOA3 inh,5,18,1,2,9
TLR9-MyD88 inh,-1,5,-2,-3,7

(6) O=C(CSc1nc2ccsc2c(=O)n1Cc1ccccc1)NCC1CCCO1 (stereo not drawn)
(7) CC(=O)OCCNC(=O)c1cccnc1
(8) COc1ccc(NC(=O)c2sc3nc(N4CCOCC4)c4c(c3c2N)CC(C(C)C)OC4)c(OC)c1 (stereo not drawn)
(9) CCc1c(C)sc(NC(=O)/C=C/C(=O)O)c1C(N)=O
(10) O=C1C(=Cc2ccc(Cl)cc2)CCc2ccccc21
assay / entry,6,7,8,9,10
EBV LMP1 NFkB,0,-3,-18,4,·
NCOA2 inhibitor,-3,-11,11,-10,-69
Vif imaging,-7,-7,4,1,-1
NCOA1 inh,0,1,2,-20,-70
TROY NFkB inh,15,-20,-17,8,54*
NR5A2 inv ag,-11,20,-2,9,-108
COUP-TFII inh,-8,0,3,-22,-44
NOD2 RIPK2 PPI,0,-17,2,0,7
TRAIL sens C8,-6,-6,1,-7,81*
NCOA3 inh,7,20,18,4,-51
TLR9-MyD88 inh,6,-1,-1,10,·

(11) O=C(CSc1ncnc2sccc12)N1CCN(C(=O)c2cccs2)CC1
(12) CCC(C)NC(=O)c1cc(Cl)ccc1OC (stereo not drawn)
(13) Cn1nc(C(F)(F)F)c(C(=O)Nc2ccc(F)cc2F)c1Sc1cccc(Cl)c1
(14) O=C(NC(=O)c1ccc(Cl)c(Cl)c1)OC1CCS(=O)(=O)C1 (stereo not drawn)
(15) OCCN(CCCn1c(-c2ccncc2)nc2ccccc21)c1nc(CN2CCCCC2)cs1
assay / entry,11,12,13,14,15
EBV LMP1 NFkB,69*,-5,-4,1,2
NCOA2 inhibitor,-8,0,-12,6,-25
Vif imaging,·,13,4,8,4
NCOA1 inh,-19,3,5,-3,-17
TROY NFkB inh,-16,9,-6,-11,-6
NR5A2 inv ag,-9,0,-6,6,18
COUP-TFII inh,0,-1,-3,-21,-2
NOD2 RIPK2 PPI,-9,5,-15,-4,-1
TRAIL sens C8,5,-8,2,4,-1
NCOA3 inh,-13,9,-6,-10,-4
TLR9-MyD88 inh,0,-3,7,2,12

The last 2 entries of the part before come first, to join the parts:
(14) O=C(NC(=O)c1ccc(Cl)c(Cl)c1)OC1CCS(=O)(=O)C1 (stereo not drawn)
(15) OCCN(CCCn1c(-c2ccncc2)nc2ccccc21)c1nc(CN2CCCCC2)cs1
(16) COc1cccc(C2=NN(C(=O)c3ccccc3)C(O)(C(F)(F)F)C2)c1 (stereo not drawn)
(17) COC(=O)C[C@H]1c2cc(C(F)(F)F)ccc2S(=O)(=O)N1Cc1ccccc1OC
(18) CCOC(=O)c1cc2c(=O)n3ccccc3nc2n(Cc2ccco2)c1=NC(=O)c1ccc(OC)cc1OC
(19) COC(=O)c1cc(NC(=O)c2ccc(OC)cc2)c(=O)oc1C
(20) CC1CCCC(NC(=O)Cn2c(Cl)nc3c2c(=O)n(C)c(=O)n3C)C1C (stereo not drawn)
assay / entry,14,15,16,17,18,19,20
EBV LMP1 NFkB,1,2,-17,-9,-3,1,6
NCOA2 inhibitor,6,-25,-11,-2,7,-27,13
Vif imaging,8,4,-1,1,1,6,2
NCOA1 inh,-3,-17,-25,-2,-22,-2,11
TROY NFkB inh,-11,-6,3,5,-11,-17,11
NR5A2 inv ag,6,18,19,-16,-17,-11,21
COUP-TFII inh,-21,-2,6,8,12,3,17
NOD2 RIPK2 PPI,-4,-1,8,7,-6,1,-14
TRAIL sens C8,4,-1,5,14,-13,-11,12
NCOA3 inh,-10,-4,5,2,-25,14,3
TLR9-MyD88 inh,2,12,7,-3,4,2,-51

(21) O=S(=O)(NC1CCCCC1)c1ccc(-c2csnn2)s1
(22) CC(C)(CN1CCCC1)NS(=O)(=O)c1ccc(Cl)cc1
(23) C=CCSc1nnc(NC(=O)c2c(CC)noc2C)s1
(24) O=C(CN1CCCCCC1)NCCN1C(=O)S/C(=C\c2ccccc2Cl)C1=O
(25) Cc1nn(CC(=O)NCCC2=CCCCC2)c(C)c1S(=O)(=O)N(C)C
assay / entry,21,22,23,24,25
EBV LMP1 NFkB,9,3,-5,-3,-9
NCOA2 inhibitor,-2,-7,0,6,24
Vif imaging,11,2,2,7,-9
NCOA1 inh,3,10,8,1,-11
TROY NFkB inh,16,-8,10,12,-14
NR5A2 inv ag,6,11,5,-6,2
COUP-TFII inh,0,-15,-12,6,-18
NOD2 RIPK2 PPI,6,-2,1,-6,-7
TRAIL sens C8,5,10,2,-9,-2
NCOA3 inh,15,-21,14,13,27
TLR9-MyD88 inh,2,-6,3,-7,-10

(26) CCCCOCCCNC(=O)C[C@@H]1C[C@@]2(C(=O)OC)CC(C)(C)CC=C2N(Cc2cccc3ccccc23)C1=O
(27) CC(=O)NC(c1ccccc1)c1cc([N+](=O)[O-])c2cccnc2c1O (stereo not drawn)
(28) CC1CCCN(C(=O)C(=O)Nc2ccc3nc4n(c(=O)c3c2)CCCCC4)C1 (stereo not drawn)
(29) CC(=O)c1ccc(NC(=S)NC(=O)Cc2ccc(Cl)cc2)cc1
(30) CC(C)OC(=O)/C(C#N)=C\c1cccnc1
assay / entry,26,27,28,29,30
EBV LMP1 NFkB,·,2,1,2,0
NCOA2 inhibitor,-10,-17,-2,3,-20
Vif imaging,·,-8,-1,8,6
NCOA1 inh,·,-4,-1,4,-17
TROY NFkB inh,·,19,-15,10,9
NR5A2 inv ag,-15,16,-17,-8,2
COUP-TFII inh,2,-7,-1,-3,2
NOD2 RIPK2 PPI,-6,6,-9,-2,-3
TRAIL sens C8,1,6,-2,-10,-5
NCOA3 inh,·,13,-10,-19,-36
TLR9-MyD88 inh,·,8,-7,20,0

(31) Cc1cc(C)nc(NS(=O)(=O)c2ccc(CC(C)C)cc2)c1
(32) CNc1nc(C)nc(-c2ccccc2O)n1
(33) Cc1ccc(C(=O)NCc2ccc3c(c2)OCO3)o1
(34) CS(=O)(=O)N1CCN(c2ccc([N+](=O)[O-])c(NCc3ccccc3)c2)CC1
(35) Cc1ccccc1CN(c1ccc(C(=O)N2CCc3ccccc3C2)cc1)S(C)(=O)=O
assay / entry,31,32,33,34,35
EBV LMP1 NFkB,-1,-10,4,5,-1
NCOA2 inhibitor,23,-38,-13,-14,-18
Vif imaging,-4,16,-1,-5,-15
NCOA1 inh,14,-45,3,-2,-4
TROY NFkB inh,14,-31,0,·,17
NR5A2 inv ag,0,-19,7,23,-44
COUP-TFII inh,-9,-18,10,0,22
NOD2 RIPK2 PPI,5,-1,-4,-4,1
TRAIL sens C8,3,2,-9,17,28
NCOA3 inh,9,-61,-1,-4,10
TLR9-MyD88 inh,15,0,15,3,0

Quoted from the listing:
no. 32 in Vif imaging: 16
no. 31 in NCOA2 inhibitor: 23

Next section:
(36) Cc1ccc(S(=O)(=O)N2CCOC23CCN(C(=O)C(=O)NCc2ccccc2)CC3)cc1
(37) C[C@H]1CN([C@@H](C)CO)S(=O)(=O)c2ccc(Br)cc2O[C@@H]1CN(C)S(=O)(=O)c1ccccc1
(38) CCCC/C(C)=N/NC(=O)NC1CCCCC1
(39) CC1Nc2ccccc2C(=O)N1NS(=O)(=O)c1ccccc1 (stereo not drawn)
(40) Cc1nonc1NC(=O)N1CCCC1
assay / entry,36,37,38,39,40
EBV LMP1 NFkB,1,5,-2,10,1
NCOA2 inhibitor,-6,6,20,-35,-14
Vif imaging,-2,-2,-2,-3,11
NCOA1 inh,6,2,-2,-2,-16
TROY NFkB inh,14,-9,2,8,1
NR5A2 inv ag,-4,18,-36,8,27
COUP-TFII inh,15,2,4,-15,-14
NOD2 RIPK2 PPI,9,4,-1,-4,1
TRAIL sens C8,12,-13,15,3,-8
NCOA3 inh,-9,4,-15,4,7
TLR9-MyD88 inh,0,0,3,7,-3

(41) COc1cccc2sc(N(CCN(C)C)C(=O)c3ccc(S(=O)(=O)N4CCCC4)cc3)nc12
(42) Cn1c(=O)c2c(nc(N3CCN(Cc4ccccc4)CC3)n2CC(=O)c2ccccc2)n(C)c1=O
(43) Cn1c(CCNC(=O)OC(C)(C)C)n[nH]c1=S
(44) Cn1c(=O)c(=O)n(C)c2cc(S(=O)(=O)N3CCCC3C(=O)Nc3ccc(F)cc3)ccc21 (stereo not drawn)
(45) Cc1[nH][nH]c(=O)c1C=Nc1ccc(C(F)(F)F)cc1
assay / entry,41,42,43,44,45
EBV LMP1 NFkB,1,1,-2,9,0
NCOA2 inhibitor,-24,5,9,-15,-5
Vif imaging,1,·,12,3,-1
NCOA1 inh,-5,-23,13,-1,-21
TROY NFkB inh,1,-9,18,-4,20
NR5A2 inv ag,4,-2,5,-24,10
COUP-TFII inh,-5,-15,-1,-13,-4
NOD2 RIPK2 PPI,-16,-11,5,-12,-13
TRAIL sens C8,19,9,5,0,0
NCOA3 inh,-2,8,-4,-1,-7
TLR9-MyD88 inh,-3,-16,-2,0,-1

Three entries out of the list above, ordered by the value under Vif imaging, high to low:
item | mol | Vif imaging
43 | Cn1c(CCNC(=O)OC(C)(C)C)n[nH]c1=S | 12
41 | COc1cccc2sc(N(CCN(C)C)C(=O)c3ccc(S(=O)(=O)N4CCCC4)cc3)nc12 | 1
45 | Cc1[nH][nH]c(=O)c1C=Nc1ccc(C(F)(F)F)cc1 | -1

Screens deposited in PubChem BioAssay by several laboratories.
